RBBP9 inh: human RBBP9 inhibitors, primary screen, biochemical, fluorescence polarization, FP-Rh probe, HTS. AID 1515, 2009. 0.2% of 220,000 active. recombinant RBBP9. inhibition, % at 7.94 µM;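 active = inhibition above the campaign mean of all tested compounds plus 3 SD, cut at about 14% in these data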;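 note: plate controls were DMSO wells with RBBP9 for no effect and wells lacking RBBP9 protein for full effect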
Target sequence (O75884 whole entry, looked up): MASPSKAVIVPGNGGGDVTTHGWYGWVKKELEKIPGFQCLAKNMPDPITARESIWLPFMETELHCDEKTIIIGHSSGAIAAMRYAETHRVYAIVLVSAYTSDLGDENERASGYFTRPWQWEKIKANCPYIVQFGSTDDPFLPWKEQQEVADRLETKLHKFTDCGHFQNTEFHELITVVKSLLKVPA
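System: RBBP9 protein | Quantity: 2.5 µM RBBP9 dispensing solution, before mixing | Reagent: FP-Rh probe, 375 nM dispensing solution | Timing: Enzyme-compound preincubation 30 min, then probe labeling 45 min, 25 °C | Measured by: Fluorescence polarization | Read-out: % inhibition | Replication: One well per compound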
L929 necroptosis: inhibitors of zVAD-triggered necroptosis, primary screen, L929 cells; L929 zVAD necroptosis rescue, ATP luminescence, 24 h; with zVAD 60 µM; viability rescue, % at 10 µM; 0.38% of 220,000 active;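 active = activation, scaled between plate controls, above about 75%, limit read from the data; inactive = activation under that limit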;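 note: 0% = zVAD with DMSO and 100% = DMSO alone without zVAD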
Runt-SMMHC FRET: inhibitors of RUNX1 Runt–CBFb-SMMHC binding, primary screen, biochemical, FRET, Cerulean-Runt, Venus-CBFb-SMMHC, uHTS; Cerulean-Runt/Venus-CBFb-SMMHC FRET ratio 530/480, 1 h; inhibition, % at 20 µM; 0.74% of 220,000 active;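 active = mean inhibition across duplicate retests at 20 µM reaching about 50%, limit read from the data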;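 note: 0% = DMSO wells and 100% = wells with excess untagged CBFb-SMMHC; inhibitors lower the FRET ratio by blocking Runt binding to CBFb-SMMHC; some results filed as inactive read as strong as hits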
Target sequence (Q01196 whole entry, looked up): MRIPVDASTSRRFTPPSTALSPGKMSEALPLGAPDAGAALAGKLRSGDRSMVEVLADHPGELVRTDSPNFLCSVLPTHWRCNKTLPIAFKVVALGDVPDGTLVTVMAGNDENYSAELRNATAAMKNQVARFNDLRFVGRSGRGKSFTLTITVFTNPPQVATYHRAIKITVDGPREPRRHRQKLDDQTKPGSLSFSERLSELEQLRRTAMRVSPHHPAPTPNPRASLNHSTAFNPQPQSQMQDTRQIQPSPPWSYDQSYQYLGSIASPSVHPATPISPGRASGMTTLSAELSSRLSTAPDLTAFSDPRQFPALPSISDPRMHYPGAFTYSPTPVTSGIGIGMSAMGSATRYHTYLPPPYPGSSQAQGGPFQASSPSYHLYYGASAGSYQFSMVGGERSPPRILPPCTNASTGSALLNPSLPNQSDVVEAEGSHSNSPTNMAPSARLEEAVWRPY
Target sequence (Q13951 whole entry, looked up): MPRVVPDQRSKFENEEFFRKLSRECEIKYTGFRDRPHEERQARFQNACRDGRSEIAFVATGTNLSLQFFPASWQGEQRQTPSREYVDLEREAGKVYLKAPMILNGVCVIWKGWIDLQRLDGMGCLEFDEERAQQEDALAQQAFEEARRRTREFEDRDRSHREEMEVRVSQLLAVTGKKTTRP
Runt-CBFb FRET: inhibitors of RUNX1 Runt–CBFb binding, primary screen, biochemical, FRET, Cerulean-Runt, Venus-CBFb, uHTS. Runt-related transcription factor 1 (Homo sapiens) + Core-binding factor subunit beta …. Cerulean-Runt/Venus-CBFb FRET ratio 530/480, 1 h. inhibition, % at 20 µM. 0.46% of 220,000 active;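 active = inhibition over about 50% at 20 µM in the single-dose screen, limit read from the data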;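 note: 0% = DMSO wells and 100% = excess unlabeled CBFb competitor control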
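Assay system: Cerulean-tagged RUNX1 Runt domain (FRET donor) fusion protein / Amount: 100 nM each of Venus-CBFb and Cerulean-Runt domain / Medium: Tris buffer pH 7.5 with salts and BSA / Also added: Venus-CBFb 100 nM / Schedule: 1 h complex formation plus 1 h compound treatment, room temperature / Signal: FRET fluorescence / Read-out: loss of energy transfer signal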
Hck Nef HTS: inhibitors of Nef-activated human Hck kinase, primary screen, biochemical, Z-Lyte FRET, 384-well, Hck-YEEI | Tyrosine-protein kinase HCK (Homo sapiens), P08631 | 0.68% of 220,000 active | Recombinant Hck-YEEI plus Nef, Z-Lyte FRET kinase assay | inhibition, % at 20 µM;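 active = Hck-Nef kinase inhibition above about 50%, limit read from the data; inactive = inhibition below that limit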;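 note: 0% = DMSO with Hck plus Nef and 100% = Hck alone without Nef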
PERK inh: block of dimerizer-induced PERK translation repression, primary screen, PERK inhibitor project, CHO PERK-DD cells, SEAP luminescence, HTS; Eukaryotic translation initiation factor 2-alpha kinase 3 (Homo sapiens), Q9NZJ5; CHO PERK-DD fusion, SEAP luminescence translation reporter; inhibition, % at 5.6 µM; 0.17% of 220,000 active; AID 1416, 2008;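 active = inhibition above the mean inhibition of all tested compounds plus 3 SD, set separately per screening campaign, cut at about 2.9% in these data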;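 note: PERK kinase domain activated by AP20187 dimerizer at 100 nM; 0% = DMSO with dimerizer and 100% = rapamycin at 8.4 µM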
EP2 modulator: EP2 receptor modulators, cAMP readout, primary screen, cell-based, HTRF cAMP, PGE2 stimulation; induction, % at 25 µM; EP2-expressing cells, cAMP HTRF FRET, PGE2 co-stimulation; 0.83% of 260,000 active;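 active = compounds whose cAMP rise, as percent of the full-agonist control response, exceeds 60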;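 note: rat C6 glioma line stably carrying human EP2 under a CMV promoter; the protocol text gives 20 µM as final concentration; 100% = response of wells given 1 µM PGE2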
EP2 antag: human EP2 receptor antagonists, primary screen, TR-FRET cAMP, C6 glioma cells | Prostaglandin E2 receptor EP2 subtype (Homo sapiens), P43116 | C6 glioma cells expressing human EP2; cells stimulated with saturating PGE2 | inhibition, % at 25 µM | 0.52% of 260,000 active | AID 1422, 2008;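 active = percent inhibition above 40 after rounding to a whole number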;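 note: rat C6 glioma host cells with rolipram phosphodiesterase inhibitor present; the protocol text gives 20 µM as final concentration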
TNF necrop inh: inhibitors of TNF-alpha triggered necroptosis, primary screen, cell-based, Jurkat FADD-/-, single concentration; Jurkat FADD-/- TNF necroptosis rescue, ATP luminescence, 24 h; 0 = TNF only, 100 = no-TNF cells; activation (protection from cell death), % at 10 µM; 0.068% of 220,000 active;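 active = activation, meaning protection from cell death, of at least 50% relative to plate controls; inactive = activation below 50%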;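 note: necroptosis triggered by 40 ng/mL TNF-alpha added together with compound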
Numbers without * were called inactive; / = no result given; & = joins results of further samples. A portion of the library; count on the stated rates, not on these rows.

SMILES | RBBP9 inh | L929 necroptosis | Runt-SMMHC FRET | Runt-CBFb FRET | Hck Nef HTS | PERK inh | EP2 modulator | EP2 antag | TNF necrop inh
COc1ccc(C)cc1NC(=O)c1[nH]c(C)c(C(C)=O)c1C | -6.3 | 3.9 | -11.8 | -1.1 | 0.4 | -0.7 | -6.7 | 23.9 | -1.8
Cc1nn(C(C)C(=O)NCc2ccccc2)c(C)c1[N+](=O)[O-] (stereo not drawn) | -9.3 | -0.2 | -0.2 | -1.4 | 0.7 | 1.3 | 17.3 | 15.3 | -0.2
CCOC(=O)CC(=O)CSc1nc2c(cc1C#N)CCCCC2 | -7.1 | 0.2 | 37.0 | 32.7 | 2.0 | 0.7 | 27.3 | 12.9 | -0.5
O=C(Cn1cc(C(=O)c2cccs2)c2ccccc21)NC1CCCCC1 | -3.1 | 0.1 | -0.9 | 1.3 | 1.6 | -1.2 | -3.4 | 5.3 | 2.7
COc1ccc(C)cc1NC(=O)CSc1ccc(Cl)cc1 | 0.2 | / | 6.5 | 1.0 | 4.2 | -0.3 | 13.6 | 11.0 | 0.0
CCCCOC(=O)c1nnc(-c2ccc(Cl)cc2)o1 | -6.8 | 0.4 | 1.4 | 0.1 | 1.9 | 0.6 | 17.1 | 13.2 | 0.1
O=C(CCc1c[nH]c2ccccc12)N1CCN(c2ccc(O)cc2)CC1 | -0.1 | 0.8 | 23.6 | 28.2 | 21.2 | 0.5 | -65.4 | 7.4 | -6.8
Cc1cc(=O)n2c(c1C#N)SC1CCCCC12O (stereo not drawn) | 8.2 | 0.1 | 1.0 | -0.9 | 0.6 | 1.3 | 18.2 | 6.9 | -2.7
NNC(=O)CN1CCN(c2ncc(C(F)(F)F)cc2Cl)CC1 | -4.6 | 1.0 | -0.9 | 1.1 | 20.4 | 0.2 | -14.2 | 1.0 | 2.3
Cc1ccc(CN2CCN(/N=C/c3ccc(C)s3)CC2)cc1 | -6.5 | 0.5 | -0.2 | -0.8 | 4.8 | 2.0 | -45.8 | 7.5 | 1.0
COc1ccc(N2CCN(Cc3nc4sc(C)c(C)c4c(=O)[nH]3)CC2)cc1 | 2.8 | 2.5 | -2.2 | 0.8 | -9.2 | 0.8 | 31.2 | 4.5 | 0.9
COc1cccc(CNC2CCCC2)c1 | -8.6 | 2.9 | 1.2 | 1.1 | -1.4 | 1.3 | 4.0 | 7.1 | 2.6
Oc1ccccc1N=Cc1c(O)ccc2ccccc12 | -2.4 | 83.6* | -42.9 | 13.1 | 2.0 | 0.3 | -15.0 | 18.2 | -5.5
COc1ccc2c(c1)cc(C(O)c1ccccn1)n2S(=O)(=O)c1ccccc1 (stereo not drawn) | 1.0 | -0.2 | -1.0 | -2.5 | 4.6 | 0.9 | 17.5 | 9.5 | 0.4
COc1ccc(C(=O)NC(=S)Nc2nnn(C)n2)cc1 | -7.9 | 0.2 | 1.9 | 8.9 | 0.3 | 0.2 | 21.2 | 11.0 | 2.9
COc1ccccc1C1C(C(N)=O)=C(C)Nc2nc(-c3ccccc3Cl)nn21 (stereo not drawn) | -9.6 | 0.5 | 1.2 | 3.4 | 2.2 | 0.5 | 11.2 | 8.6 | -0.1
CCc1ccc(NC(=O)N(CCCN2CCOCC2)C(C)c2cc3cccc(OC)c3o2)cc1 (stereo not drawn) | -15.0 | 0.8 | -3.8 | -0.9 | -1.5 | -1.9 | 6.3 | 20.3 | 3.3
O=C(O)CCN=Cc1c(O)c2ccccc2oc1=O | -2.9 | 1.7 | 0.8 | 2.2 | 24.5 | 1.8 | 14.8 | 3.0 | -5.2
CCOC(=O)N1CCN(C(=O)c2ccc(CSc3ccc(Cl)cc3)cc2)CC1 | -1.5 | 1.4 | -7.7 | -0.8 | 7.3 | 0.1 | -42.9 | 6.6 | 0.3
CCOC(=O)C1(CC2CCCCO2)CCN(C(=O)Nc2ccc3c(c2)OCO3)CC1 (stereo not drawn) | -0.5 | 0.6 | 4.4 | 1.1 | 4.6 | 0.2 | 8.9 | 6.0 | -0.3
CN(C)c1nc2c(c(=O)n(C)c(=O)n2C)n1Cc1ccccc1 | -9.4 | 2.7 | 2.1 | -1.3 | 1.4 | 0.6 | -4.8&-21.0 | 13.8&5.7 | 0.6
COC(=O)CSc1nc(C(C)C)nc2ccccc12 | -9.5 | 0.1 | -0.5 | -0.2 | 3.5 | 0.4 | 30.0 | 12.5 | -1.2
CC(C)(C)c1ccccc1NC(=O)c1c(O)c2cccc3c2n(c1=O)CC3 | 0.8 | 3.9 | 1.7 | 0.6 | -3.7 | 0.5 | 42.4 | 6.4 | -2.6
CN(C(=O)COC(=O)CCc1nc2ccccc2c(=O)[nH]1)C1CCS(=O)(=O)C1 (stereo not drawn) | -5.4 | 7.1 | 0.8 | 0.2 | 21.2 | 0.8 | 12.7 | 7.2 | 0.3
O=C(Cn1c(=O)oc2cc(S(=O)(=O)NCc3ccccc3)ccc21)N1CCCC1 | -1.7 | 0.9 | 1.5 | -1.1 | 16.4 | -0.8 | -1.0 | 5.0 | -0.2
CC(=O)c1ccc(S(=O)(=O)N2CCN(C(=O)/C=C/c3ccc4ccccc4n3)CC2)cc1 | -6.4 | 75.2* | -4.0 | -2.6 | 39.0 | -0.7 | -51.1 | 3.4 | 6.3
O=C(Cn1c2[n+](c3ccc(C(F)(F)F)cc31)CCCCC2)Nc1ccccc1 | 1.9 | 0.2 | 12.9 | -22.0 | 2.3 | -0.2 | -24.1 | 2.9 | 2.1
O=C(NC1CCCCC1)C(c1ccc2ncccc2c1)N(Cc1ccc(F)cc1)C(=O)c1ccc2c(c1)OCCO2 (stereo not drawn) | -1.1 | -0.2 | 0.6 | -5.0 | 0.1 | -0.3 | 3.4 | / | -6.1
CN1CCN(CCP(=O)(c2ccccc2)c2ccccc2)CC1 | -5.5 | 0.2 | -1.7 | 0.7 | -1.0 | 1.5 | 46.1 | 21.4 | -0.6
O=C(OCn1nnc2ccccc2c1=O)c1cccnc1Cl | 3.5 | 0.1 | 3.1 | 0.6 | 0.4 | -0.3 | 27.6 | 4.7 | 0.4
CCOc1ccc(C)cc1S(=O)(=O)n1ccnc1 | -8.7 | 0.1 | -0.2 | -1.5 | 6.3 | -1.0 | 7.6 | 11.7 | -0.3
O=C(NNc1nc2cc3c(cc2s1)OCCO3)c1ccccc1 | -4.3 | 1.4 | 9.0 | 38.0 | 5.8 | 2.2 | 12.5 | 6.3 | -0.6
O=C(Nc1nc2ccccc2[nH]1)c1ccc(S(=O)(=O)N2CCOCC2)cc1 | -1.1 | 0.1 | -3.8 | 0.4 | 24.4 | 0.8 | -26.0 | 7.1 | 1.2
O=S(=O)(c1ccccc1)N(Cc1nc(-c2ccccc2)no1)C1CCCCC1 | -2.0 | 1.0 | -2.9 | 0.9 | 1.1 | 0.4 | 82.5* | 14.8 | 0.0
CCOC(=O)CS(=O)(=O)CC(=O)Nc1ccc([N+](=O)[O-])cc1OC | -2.9 | 2.3 | 2.7 | 2.0 | 23.7 | 1.5 | -4.9 | 9.6 | 0.2
COC(=O)c1ccc(Cn2nc(C)c([N+](=O)[O-])c2C)o1 | -8.2 | 3.0 | -3.0 | 1.1 | 10.1 | 0.0 | 6.7 | 5.2 | 2.2

With a hit mark in EP2 modulator, among the entries above:
| Molecule | RBBP9 inh | Runt-SMMHC FRET | Runt-CBFb FRET | Hck Nef HTS | PERK inh | EP2 modulator |
| --- | --- | --- | --- | --- | --- | --- |
| O=S(=O)(c1ccccc1)N(Cc1nc(-c2ccccc2)no1)C1CCCCC1 | -2.0 | -2.9 | 0.9 | 1.1 | 0.4 | 82.5* |

Additional records
SMILES | RBBP9 inh | L929 necroptosis | Runt-SMMHC FRET | Runt-CBFb FRET | Hck Nef HTS | PERK inh | EP2 modulator | EP2 antag | TNF necrop inh
COc1ccccc1NC(=O)COc1ccccc1C(=O)Nc1ccccc1 | -2.0 | 1.4 | 1.3 | 1.9 | -2.5 | 2.7 | -3.5 | 17.9 | 2.3
COc1ccc2c(C)cc(N3CCCCCC3)nc2c1 | -7.6 | 0.0 | 0.8 | -0.2 | 21.0 | 0.6 | 25.5 | 10.3 | 1.2
CSCCC(NS(=O)(=O)c1ccc2c(c1)oc(=O)n2C)C(=O)NC1CCC(C)CC1 (stereo not drawn) | -5.5 | 0.1 | -1.9 | -0.6 | -2.2 | 0.9 | 31.4 | 14.6 | -1.9
Cc1ccccc1-c1nc(-c2ccccn2)no1 | 1.0 | -0.7 | 4.5 | 0.6 | 1.6 | 1.3 | -16.8 | -4.0 | -8.2
COc1ccc(C2NC(c3ccc(OC)c(OC)c3OC)C(C)C(=O)C2C)c(OC)c1OC (stereo not drawn) | -9.3 | -0.7 | -2.6 | -0.9 | 2.5 | -1.3 | 19.7 | 5.9 | -0.9
CCCn1c(SCC(=O)Nc2ccc(OC)cc2)nnc1-c1ccncc1 | -6.7 | -0.2 | -2.3 | -0.9 | 0.4 | 0.3 | 2.6 | 5.5 | 0.4
O=C(CCC(=O)N1CCN(S(=O)(=O)c2cccc(F)c2)CC1)c1cccs1 | -3.2 | -0.4 | 1.2 | 1.7 | 22.1 | -0.1 | 15.6 | -0.2 | 0.1
COc1cccc(OC)c1Nc1nc(C)nc2c1nnn2Cc1ccccc1Cl | -11.7 | 2.3 | -0.1 | -0.7 | 16.4 | 0.5 | 35.6 | 8.3 | 0.7
CCCN(CCC)CC(O)COc1ccccc1C(=O)Nc1ccccc1 (stereo not drawn) | -7.1 | -0.4 | 1.3 | -2.9 | 11.7 | -1.7 | 11.2 | 8.9 | 1.1
COc1ccc(-c2oc3ncn4nc(Cc5ccccc5)nc4c3c2-c2ccc(OC)cc2)cc1 | -1.1 | 1.1 | 3.4 | 1.7 | 0.5 | 0.9 | 28.9 | 9.2 | -1.7
